High-throughput results (PubChem BioAssay)
influenza NS1A – NS1A inhibition, H1N1 influenza, cell based functional assay (AID 504329) | NS1A functional cell-based assay, percent inhibition; higher % means a stronger effect | inhibition, % at 12.5 µM; hits with a dose series show IC50 in µM | 340,000 compounds, 0.3% hits; in the data active = a potency from the dose series; inconclusive = inhibition above about 27% without an active follow-up result; also: strong numbers were not always called active
PhoP GFP inhibition – Inhibition of PhoP regulon, Salmonella typhi GFP reporter cells, confirmation, 4 h (AID 1850) | Salmonella Typhi PhoP-promoter GFP reporter, fluorescence, 4 h; higher % means a stronger effect | 310,000 compounds, 0.33% hits | inhibition, % at 50 µM, or IC50 in µM where a hit was titrated; in the data active = a potency from the dose series; inconclusive = inhibition mostly from about 25% at the one dose, without a potency; inactive = the rest, 99 in 100 with inhibition below about 19%;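 also: 0% = induced wells with vehicle and 100% = uninduced wells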
inhibitors of VEEV – inhibitors of VEEV TC-83 cytopathic effect, confirmation, Vero cells (AID 588727); Vero cells, VEEV TC-83 cytopathic effect inhibition; higher % means a stronger effect; inhibition, % at 20 µM; hits with a dose series show IC50 in µM; 350,000 compounds, 0.13% hits; in the data active = a potency from the dose series; inconclusive = inhibition mostly from about 14% at the one dose, without a potency; inactive = the rest, 99 in 100 with inhibition below about 12%; also: strong numbers were not always called active
M. tuberculosis HTS – M. tuberculosis growth inhibition, HTS (AID 449762); 330,000 compounds, 0.59% hits; M. tuberculosis H37Rv growth inhibition, 7H9 media; higher % means a stronger effect; inhibition, % at 25 µM; hits with a dose series show IC50 in µM; in the data active = a potency from the dose series; inconclusive = inhibition above about 70% without an active follow-up result;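 also: bacterial growth assessed after seven days of incubation; strong numbers were not always called active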
M. tuberculosis – growth inhibition of non-replicating M. tuberculosis (AID 488890); 320,000 compounds, 0.39% hits; one-dose inhibition, % at 25 µM; IC50 in µM for titrated hits; Mycobacterium tuberculosis non-replicating, growth inhibition; higher % means a stronger effect; in the data active = a potency from the dose series; inconclusive = inhibition mostly from about 82% at the one dose, without a potency; inactive = the rest, 99 in 100 with inhibition below about 76%;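 also: plate controls were DMSO cells for no effect and high antibiotic wells for full effect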
inhibitors of VEEV 10K pilot screen – second read-out of inhibitors of VEEV, no call of its own (marks repeat the call); inhibition, %; measured here: 10K pilot screen inhibition
Starred values were filed as active, the others as inactive; i = inactive; ? = inconclusive; · = not tested or not shown.

SMILES | influenza NS1A | PhoP GFP inhibition | inhibitors of VEEV | M. tuberculosis HTS | M. tuberculosis | others
Cn1c(=O)oc2cc(S(=O)(=O)Nc3ccc(F)cc3)ccc21 | -1% | 0% | i | -3% | -1%
Cc1ccnc(NC(=O)CS(=O)(=O)c2ccccc2)c1 | 1% | 8% | 1.3% | -10% | 0%
O=C(O)C1(S(=O)(=O)CCC(F)=C(F)F)CC1 | -8% | 10% | 1.0% | -12% | -17%
COc1cc2c(c(OC)c1OC)-c1ccc(SC)c(=O)cc1C(NC(=O)C(F)(F)F)CC2 (centres undefined) | 2% | · | 7.0% | · | ·
CCN(CC)CCN1C(=O)c2ccccc2NC1c1ccc(Br)cc1 (centres undefined) | 5% | 17% | 0.1% | 0% | 12% | inhibitors of VEEV 10K pilot screen=0.0
CCOC(=O)CCNC(C)C1COc2ccccc2O1 (centres undefined) | -1% | -1% | 0.4% | -2% | -14%
COc1ccc(-c2nc(CS(=O)CC(=O)NCc3ccc(Cl)cc3)c(C)o2)cc1OC (centres undefined) | 8% | 3% | 1.8% | 23% | 16%
NC(N)=NCCCS(=O)(=O)Nc1ccc(Nc2c3ccccc3nc3cc([N+](=O)[O-])ccc23)cc1 | 15% | · | 0.2% | · | ·
COc1ccc(C(=O)Oc2c(C)occc2=O)cc1OC | 0% | 3% | i | -9% | -7%
CCCc1nc(SCC(=O)Nc2ccc(N3CCOCC3)cc2)c2ccccc2n1 | 7% | 1% | 0.3% | -3% | 26%
CCN1CCN(c2nc3sc4c(c3c(=O)n2-c2ccc(OC)cc2)CCCCC4)CC1 | 0% | 4% | i | -5% | 34%
Cc1nnc(SCC(=O)N(C)c2ccccc2)n1-n1cccc1 | -5% | -3% | 6.5% | -5% | -22%
CCCCNS(=O)(=O)/C=C/c1ccccc1 | -6% | -3% | 2.0% | -1% | 58%
O=C(Nc1ccccc1Cl)C1CCCN1C(=O)OCc1ccccc1 (centres undefined) | 3% | -18% | 0.1% | 4% | 8%
CN(C(=O)c1cccc(NC(=O)Cc2ccc(NC(=O)C3CCN(C(=O)C4CC4)CC3)cc2)c1)C1CCCCC1 | 16% | · | 0.9% | · | ·
C#CCOCCOCCOCCNc1nc(N2CCN(C(=O)[C@H]([C@@H](C)CC)n3cc(CCCCN)nn3)CC2)nc(N2CCN(C(=O)[C@H](CCCCN)n3cc(CCC(=O)O)nn3)CC2)n1 | -15% | -10% | 1.6% | -8% | 4%
Cc1sc2ncn(CC(=O)NCCCOC(C)C)c(=O)c2c1S(=O)(=O)N1CCN(c2ncccn2)CC1 | -9% | -1% | 0.8% | 2% | -10%
CCOc1ccc(/C(O)=C2/C(=O)C(=O)N(c3ccccn3)C2c2ccc(C)cc2)c(C)c1 (centres undefined) | -4% | -6% | 0.5% | -9% | 78%
CN(c1cccc(NC(=O)CN(c2ccc(C34CC5CC(CC(C5)C3)C4)cc2)S(C)(=O)=O)c1)S(C)(=O)=O | 1% | 6% | 0.9% | -3% | 32%
COc1ccc(C2CC(c3ccccc3)=NN2C(=O)COC(=O)/C=C/c2ccc(O)c(OC)c2)cc1 (centres undefined) | 9% | -8% | 3.0% | 7% | 72%
CCn1ccnc1CN(C)C(=O)C1CCC(=O)N(Cc2cccc(C(F)(F)F)c2)C1 (centres undefined) | 16% | -5% | 0.6% | -5% | 7%
COC(=O)c1ccc(Oc2cc(C)nc(-n3nc(C)cc3C)n2)cc1 | -2% | 3% | 5.6% | 59% | 78%
Cc1cc([N+](=O)[O-])nn1CC(=O)Nc1nc2ccccc2s1 | 1% | 7% | 0.8% | 8% | -7%
COCCCNc1nc2c(c(=O)[nH]c(=O)n2C)n1CC(O)COc1ccccc1C (centres undefined) | 2% | -22% | 4.8% | -6% | -4%
COc1cc2c(cc1OC)C(c1ccc([N+](=O)[O-])cc1)N(C(C)=O)CC2 (centres undefined) | 2% | 0% | i | -1% | 1%
O=[N+]([O-])c1cccc(S(=O)(=O)N2CCC(c3nc(-c4ccncc4)no3)CC2)c1 | -2% | -10% | i | 3% | 0%
O=S(=O)(c1ccc2ccccc2c1)n1cccn1 | -9% | 7% | 2.3% | -5% | 3%
COc1ccc(F)cc1C(=O)C1CCCN(Cc2cnc(C)s2)C1 (centres undefined) | 6% | -3% | i | -2% | 22%
CC(C)(C)OC(=O)C[C@@H]1C/C=C\C[C@@H](CC(=O)N(CCO)Cc2ccccc2)C(=O)N2CCC[C@@H]2COC1=O | -22% | · | 1.2% | -1% | 1%
Cc1cc(N2CCCC2)nc(N2C3CCC2CC(O)(c2ccc(F)cc2)C3)n1 (centres undefined) | · | -14% | · | -5% | 43%
O=S(=O)(Nc1cccc(-n2cnnn2)c1)c1cccc(Cl)c1 | -1% | 15% | 1.8% | 2% | -1%
Cc1sc2nc(C)n(/N=C/c3ccc(O)cc3)c(=O)c2c1C | 2% | -8% | i | -2% | 14%
COc1ccccc1NC(=O)C(=O)N(c1cccnc1)C(C(=O)NC(C)(C)C)c1ccccc1 (centres undefined) | 3% | 1% | 1.3% | 2% | -5%
OCOCCCn1c(C2CCCN2c2nc(-c3ccc(F)cc3)cs2)nc2cc(Cl)c(N3CCCCC3)cc21 (centres undefined) | 14% | 8% | 1.0% | -3% | 46%
CC(C)CC(=O)NCc1ccc2[nH]c3c(c2c1)CCCC3 | 8% | -22% | 1.2% | -2% | 0%
CCOc1ccc(OCC)c(NC(=O)CN(C)S(=O)(=O)c2ccc3nc(C)sc3c2)c1 | 7% | -8% | 5.4% | -1% | 25%
COc1cc(/C=N/Nc2cccc3cccnc23)cc(OC)c1O | -1% | -3% | 0.2% | 7% | i
CCOc1ccc(N(CC(=O)Nc2ccc(C)c(C)c2)S(C)(=O)=O)cc1 | -3% | -8% | i | -1% | 26%
Cc1ccc2oc(=O)c3cnn(CC(=O)N(Cc4ccco4)C4CCCCC4)c3c2c1 | 29% | 0% | 9.0% | -7% | -9%
CCOC(=O)Cc1csc(SCC(=O)Nc2ccc(C)cc2F)n1 | -19% | · | 2.8% | · | ·
O=C(c1ccccc1F)N1CCN(CC2CC3C=CC2C3)CC1 (centres undefined) | 7% | -4% | 1.4% | 1% | -11%
COC(=O)c1scc(C)c1N/N=C(\C)c1ccc(F)cc1F | 6% | 10% | 0.5% | -3% | 9%
CC(=O)CSc1ncnc2nc[nH]c12 | -18% | -16% | 5.9% | -3% | 3%
CC(OC(=O)/C=C/c1cccs1)C(=O)Nc1ccc(C(N)=O)cc1 (centres undefined) | -7% | · | i | -5% | -4%
CCC1CCCCN1CCCNC(=O)C1CCC(=O)N1Cc1ccc(C)cc1 (centres undefined) | 1% | 2% | 4.6% | -7% | 8%
COc1ccc(CCNC(=O)c2ccc(=O)[nH]c2)cc1OC | -8% | 4% | 0.4% | 6% | -7%
CCCNC(=O)CCc1c(C)nc2nc(C)nn2c1C | -18% | -6% | i | 0% | 15%
O=C(COC(=O)C1=Cc2ccccc2OC1)NCc1ccc(F)cc1 | -4% | · | i | · | ·
Cn1cc(Br)c(NS(=O)(=O)c2ccc(Cl)s2)n1 | -2% | -16% | 1.2% | -6% | -10%
Cc1ccccc1-c1n[nH]c(=S)n1/N=C/C=C/c1ccco1 | -18% | 0% | 7.8% | 7% | -18%
CCN(CC)S(=O)(=O)c1cc(NC(=O)CCCOc2ccc(C(C)=O)cc2)ccc1C | 9% | -11% | 2.8% | -10% | 11%
CC1(C)CC(N(Cc2cccs2)C(=O)c2ccco2)CCO1 (centres undefined) | -5% | -9% | i | 4% | -4%
Cc1cccc(C(=O)N/N=C/c2ccc3c(c2)OCO3)n1 | 11% | 8% | 2.1% | -12% | 14%
O=C(c1cccs1)N1CCN(c2ncc(C(F)(F)F)cc2Cl)CC1 | -10% | -11% | 5.3% | -1% | 64%
CCOC(=O)c1ccc(N2C(=O)c3n[nH]c(C)c3C2c2ccc(O)cc2)cc1 (centres undefined) | 18% | 6% | i | -2% | 29%
CN(C)CCOc1ccc(-c2c(-c3ccsc3)sc3ccccc23)cc1 | 17% | · | i | 13µM* | ? | inhibitors of VEEV 10K pilot screen=0.0
CCn1c2ccccc2c2cc(NC(=O)CSc3nnc(-c4cccc(C)c4)o3)ccc21 | 0% | 1% | 3.0% | ? | 66%
CCc1cc2c(NCC3CCCO3)nc(C)nc2s1 (centres undefined) | -6% | -7% | i | -7% | 0% | inhibitors of VEEV 10K pilot screen=3.6
O=C(CN1CCCCCC1)N/N=C/c1cccc(Cl)c1Cl | -2% | 8% | 1.1% | 11% | -1%
Cc1ccccc1CSCC(Nc1ccc(C(=O)O)cc1[N+](=O)[O-])C(=O)O (centres undefined) | 8% | -1% | i | -5% | -7%

Following part.
SMILES | influenza NS1A | PhoP GFP inhibition | inhibitors of VEEV | M. tuberculosis HTS | M. tuberculosis | others
CCCCc1nc(C(N)=O)c2[nH]c(=O)n(-c3ccccc3F)c2n1 | 1% | 1% | 1.1% | 5% | 33%
CCCn1c(SCC(=O)c2cc(C)ccc2C)n[nH]c1=O | -16% | -15% | 11% | -1% | -1%
Cc1ccc(N2CN(Cc3ccco3)CNC2=S)cc1 | -3% | 12% | 0.7% | 0% | 27%
CCC1CCC(N2CCN(c3cccc(OC)c3)CC2)CC1 (centres undefined) | 1% | 8% | i | 6% | 7%
Cc1onc(-c2ccccc2)c1C(=O)OCc1nnc(-c2ccc([N+](=O)[O-])cc2)o1 | -7% | · | 6.0% | -4% | ·

Retrieved one by one from the list above (2):
SMILES | influenza NS1A | PhoP GFP inhibition | inhibitors of VEEV | M. tuberculosis HTS | M. tuberculosis | others
Cc1nnc(SCC(=O)N(C)c2ccccc2)n1-n1cccc1 | -5% | -3% | 6.5% | -5% | -22%
O=C(COC(=O)C1=Cc2ccccc2OC1)NCc1ccc(F)cc1 | -4% | · | i | · | ·

19 structures out of the list, arranged by formula weight, smallest number first.
SMILES | influenza NS1A | PhoP GFP inhibition | inhibitors of VEEV | M. tuberculosis HTS | M. tuberculosis | others
CCCNC(=O)CCc1c(C)nc2nc(C)nn2c1C | -18% | -6% | i | 0% | 15%
CCc1cc2c(NCC3CCCO3)nc(C)nc2s1 (centres undefined) | -6% | -7% | i | -7% | 0% | inhibitors of VEEV 10K pilot screen=3.6
Cc1cccc(C(=O)N/N=C/c2ccc3c(c2)OCO3)n1 | 11% | 8% | 2.1% | -12% | 14%
Cc1ccc(N2CN(Cc3ccco3)CNC2=S)cc1 | -3% | 12% | 0.7% | 0% | 27%
COc1ccc(CCNC(=O)c2ccc(=O)[nH]c2)cc1OC | -8% | 4% | 0.4% | 6% | -7%
CCCn1c(SCC(=O)c2cc(C)ccc2C)n[nH]c1=O | -16% | -15% | 11% | -1% | -1%
Cc1ccccc1-c1n[nH]c(=S)n1/N=C/C=C/c1ccco1 | -18% | 0% | 7.8% | 7% | -18%
O=C(CN1CCCCCC1)N/N=C/c1cccc(Cl)c1Cl | -2% | 8% | 1.1% | 11% | -1%
CCCCc1nc(C(N)=O)c2[nH]c(=O)n(-c3ccccc3F)c2n1 | 1% | 1% | 1.1% | 5% | 33%
O=C(COC(=O)C1=Cc2ccccc2OC1)NCc1ccc(F)cc1 | -4% | · | i | · | ·
CC(OC(=O)/C=C/c1cccs1)C(=O)Nc1ccc(C(N)=O)cc1 (centres undefined) | -7% | · | i | -5% | -4%
Cn1cc(Br)c(NS(=O)(=O)c2ccc(Cl)s2)n1 | -2% | -16% | 1.2% | -6% | -10%
O=C(c1cccs1)N1CCN(c2ncc(C(F)(F)F)cc2Cl)CC1 | -10% | -11% | 5.3% | -1% | 64%
CCOC(=O)c1ccc(N2C(=O)c3n[nH]c(C)c3C2c2ccc(O)cc2)cc1 (centres undefined) | 18% | 6% | i | -2% | 29%
CN(C)CCOc1ccc(-c2c(-c3ccsc3)sc3ccccc23)cc1 | 17% | · | i | 13µM* | ? | inhibitors of VEEV 10K pilot screen=0.0
CCC1CCCCN1CCCNC(=O)C1CCC(=O)N1Cc1ccc(C)cc1 (centres undefined) | 1% | 2% | 4.6% | -7% | 8%
Cc1onc(-c2ccccc2)c1C(=O)OCc1nnc(-c2ccc([N+](=O)[O-])cc2)o1 | -7% | · | 6.0% | -4% | ·
CCn1c2ccccc2c2cc(NC(=O)CSc3nnc(-c4cccc(C)c4)o3)ccc21 | 0% | 1% | 3.0% | ? | 66%
CCN(CC)S(=O)(=O)c1cc(NC(=O)CCCOc2ccc(C(C)=O)cc2)ccc1C | 9% | -11% | 2.8% | -10% | 11%

Random draw from the library. Share with any hit: about 1.5%.
